# 12-hLO inh: qHTS Assay for Inhibitors of 12-hLO (12-human lipoxygenase); Polyunsaturated fatty acid lipoxygenase ALOX12 (Homo sapiens), P18054; purified 12-hLO, xylenol orange hydroperoxide absorbance; Potency, µM (highest dose often 57.1 µM), inactives show top-dose activity change, negative = inhibition, actives largely listed as inhibitors; 150,000 tested, 0.12% active; also: potency is read from the fitted curve at half-maximal effect; nearly all actives have a fitted effect of over 55% in size; many of its hits are not listed in these tables
#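 Lipoxygenase turnover measured by absorbance at 573 and 405 nm after Fe-XO development. Human 12hLO 150 nM, arachidonate 40 uM, pH 7.0 Hepes buffer with detergent; 15 min compound preincubation, 30 min reaction.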
# ALOX15B inhib: qHTS Assay for Inhibitors of 15-hLO-2 (15-human lipoxygenase 2). Polyunsaturated fatty acid lipoxygenase ALOX15B (Homo sapiens), O15296. purified 15hLO-2, xylenol orange hydroperoxide absorbance. Potency, µM (highest dose often 57.1 µM), for the others: at the highest dose activity change, negative = inhibition, most hits filed as inhibitors. 110,000 tested, 0.56% active; also: potency is read from the fitted curve at half-maximal effect; nearly all actives have a fitted effect of over 60% in size; many of its hits are not listed in these tables
# Target sequence (O15296 whole entry, looked up): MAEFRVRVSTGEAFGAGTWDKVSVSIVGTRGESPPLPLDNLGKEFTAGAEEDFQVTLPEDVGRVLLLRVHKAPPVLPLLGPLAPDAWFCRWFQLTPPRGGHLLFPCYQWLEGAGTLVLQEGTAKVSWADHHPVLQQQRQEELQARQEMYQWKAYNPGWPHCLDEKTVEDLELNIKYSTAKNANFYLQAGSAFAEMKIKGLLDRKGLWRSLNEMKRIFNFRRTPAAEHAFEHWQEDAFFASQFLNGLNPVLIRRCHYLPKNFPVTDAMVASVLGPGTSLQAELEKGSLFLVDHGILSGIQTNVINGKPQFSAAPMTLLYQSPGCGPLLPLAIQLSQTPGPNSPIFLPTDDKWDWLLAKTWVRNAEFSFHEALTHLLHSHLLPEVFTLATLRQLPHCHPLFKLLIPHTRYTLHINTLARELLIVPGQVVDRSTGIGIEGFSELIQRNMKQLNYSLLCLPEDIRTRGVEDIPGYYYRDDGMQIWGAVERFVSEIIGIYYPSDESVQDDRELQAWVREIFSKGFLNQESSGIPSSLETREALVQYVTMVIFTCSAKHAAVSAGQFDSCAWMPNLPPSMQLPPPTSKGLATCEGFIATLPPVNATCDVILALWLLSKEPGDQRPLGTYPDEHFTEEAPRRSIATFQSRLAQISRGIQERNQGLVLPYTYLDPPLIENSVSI
#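 Purified human 15hLO-2 (50 nM) preincubated 15 min with compound, then 45 uM arachidonic acid for 90 min at RT in 25 mM Hepes pH 7.5, 0.01% Triton X-100. Hydroperoxide detected by Fe-xylenol orange; 573/405 nm absorbance ratio.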
# PNC assembly inh: High Content Assay for Compounds that inhibit the Assembly of the Perinucleolar Compartment; 140,000 tested, 3.1% active; PC3M PTB-GFP, PNC prevalence imaging, 16 h; stronger effect = lower value; AID 2417, 2010; activity change (PNC), negative = inhibition, % at 10 µM;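 active = readout at or below -70, meaning at least 70% loss of cells showing the perinucleolar compartment, a nuclear body marking cancer cells; inconclusive = readout between -30 and a set limit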;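 also: plate controls were DMSO wells for no effect and camptothecin positive control wells for full effect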
#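 PC3M cells stably expressing PTB-GFP, 750–1000 cells/well, treated 16 h at 37 °C with compound (23 nl of library stock), in duplicate. After paraformaldehyde fixation and Hoechst stain, imaged at 20x; PNC prevalence scored by image analysis.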
# IMPase inh: qHTS Assay for Identifying the Cell-Membrane Permeable IMPase Inhibitors. CHO-M1 cells, IP1 accumulation, HTRF TR-FRET ratio. inhibition (IP1 accumulation), % at 46.1 µM. 120,000 tested, under 10 active. AID 901, 2007; active = well fitted curve in the direction sought with a large enough effect in the signal ratio, not every such curve was filed as active; inconclusive = small, poorly fitted or top-dose-only effect, or a change in a side signal; inactive = no such curve, though single readings can be large or run the other way; the % refers to the signal ratio;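 also: cells stimulated with carbachol in lithium chloride buffer; plate controls were DMSO basal wells for no effect and reference inhibitor wells for full effect; higher means more IMPase inhibition seen as more IP1 and lower FRET ratio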
# Target sequence (P97697 whole entry, looked up): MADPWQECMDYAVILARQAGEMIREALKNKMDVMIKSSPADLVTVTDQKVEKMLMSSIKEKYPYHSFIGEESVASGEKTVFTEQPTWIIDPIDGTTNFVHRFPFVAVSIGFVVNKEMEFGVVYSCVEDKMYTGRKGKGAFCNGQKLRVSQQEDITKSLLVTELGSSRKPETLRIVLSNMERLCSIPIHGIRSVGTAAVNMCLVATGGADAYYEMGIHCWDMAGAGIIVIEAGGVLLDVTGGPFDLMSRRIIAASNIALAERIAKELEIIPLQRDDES
#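 CHO-M1, 2000 cells/well, cultured 16–30 h; cpd up to 46 uM; carbachol (50 uM solution, stimulation buffer w/ 50 mM LiCl, pH 7.4), 30 min 37C; IP-One TR-FRET, 10 min RT; Ex 320/Em 665, 620; Hill-fit AC50.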
# * hit, by the source's call; u = inconclusive; x = no result given; [ ] = remark or other dose. Unless noted, calls follow the shape of the dose curve; as a rule, active = well fitted curve in the direction sought with a large enough effect; inconclusive = small, poorly fitted or top-dose-only effect, or another doubt; inactive = no such curve, though single readings can be large; an effect the other way counts as inactive or inconclusive. Unless noted, % is scaled to controls: 0 for no effect and ±100 for the full control effect.
12-hLO inh,ALOX15B inhib,PNC assembly inh,IMPase inh,SMILES
-8.4%,11.3%,13.2,5.3,C=CCn1c(=O)/c(=C/c2ccc(Cl)cc2)s/c1=C(/C#N)c1nnc2n1CCCCC2
3.4%,-6.1%,18.9,-4.6,CCc1ccc(-c2csc3ncn(CC(=O)N4CCOCC4)c(=O)c23)cc1
2.7%,-0.6%,u,8.8,Cc1cc(NS(=O)(=O)c2ccc(NC(=O)C(C)N3C(=O)c4ccccc4C3=O)cc2)nc(C)n1 (stereo not given)
-1.5%,-1.0%,u,1.1,CC1CC(C)CN(CC(=O)Nc2ccc(S(N)(=O)=O)cc2)C1 (stereo not given)
-1.3%,-10.3%,-4.2,-9.6,COc1ccc(-c2nc(-c3ccc(NC(=O)c4ccc(Br)o4)cc3)no2)cc1OC
2.1%,-1.3%,-1.5,2.4,O=C(O)CCC(=O)Nc1ccc2c(c1)oc1ccccc12
-3.3%,-5.0%,8.1,-1.1,COc1ccc(C2=NO[C@@H]3C(=O)N(Cc4ccccc4)C(=O)[C@H]23)cc1OC
-6.7%,4.0%,-13.5,-9.2,CC1(Cc2cn(CCC#N)c3ccccc23)OCCO1
-0.8%,x,u,x,CCn1cc(/C=C/C(=O)Nc2c(C)nn(Cc3ccccc3C)c2C)cn1
-2.1%,x,-3.3,x,CCN(CC)S(=O)(=O)c1cccc(NC(=O)COC(=O)C2COc3ccccc3O2)c1 (stereo not given)
4.3%,12.0%[2.29 µM],-15.1,-14.9,COCCCNC(=O)CCn1c(=O)c2ccccc2n(CC(=O)Nc2ccc(C)cc2C)c1=O
0.0%,0.3%,u,8.6,CCCC1=C(C(=O)OCC)C(c2ccc(O)cc2)n2ncnc2N1 (stereo not given)
-2.3%,39.9%[activator],-5.5,7.9,CCOc1ccc(NC(=O)NCCCn2c(C)nc3cc(C)c(C)cc32)cc1
-1.9%,x,-25.7,x,CCNC(=O)NC(=O)CSc1ccccc1F
2.5%,-0.8%,x,x,CCc1c2c(nc3ccc(OC)cc13)OC(CC)C2 (stereo not given)
-8.0%,-5.3%,-85.1*,-3.1,CCOc1ccc2[nH]c(=O)c(CN(CCO)Cc3nnnn3CCc3ccccc3)cc2c1
-2.9%,6.1%,23.6,-4.1,O=C(NCCCn1ccnc1)NC(C(F)(F)F)C(F)(F)F
-1.7%,-0.1%,-26.2,10.2,Cc1ccc(N2CC(C(N)=O)CC2=O)cc1C (stereo not given)
-7.6%,9.2%,u,u,CC(C)(C)c1ccc(S(=O)(=O)NCCc2ccncc2)cc1
-0.6%,x,u,-8.5,Cc1ccc(NC(=O)CN2C(=O)N/C(=C/c3ccc(N4CCOCC4)cc3)C2=O)cc1
-1.2%,-2.4%,-20.6,-4.2,COC(=O)COc1ccc(S(=O)(=O)Nc2ccc(C(N)=O)cc2)cc1C
-4.9%,6.6%,14.1,3.0,CCOC(=O)c1c(C)[nH]c(C(=O)Cn2nnc(-c3ccc(Cl)cc3)n2)c1C
-0.9%,x,20.9,2.7,CC(OC(=O)c1nn(C(C)C)c(=O)c2ccccc12)C(=O)Nc1ncc(Cl)cc1Cl (stereo not given)
-23.8%,x,u,-1.8,COc1ccc2c(c1)C1NC(=S)NC(C)(O2)C1C(=O)Nc1ccc(Cl)cc1 (stereo not given)
-1.7%,x,-1.9,2.8,O=C(Cc1ccc(Cl)cc1)NNc1c(F)c(F)cc(F)c1F
-0.8%,x,14.9,x,COc1ccccc1NS(=O)(=O)c1cccc(N=C2N=C(N)c3ccccc32)c1
1.6%,x,141.6,-1.4,CCCCCc1c(C)nc(N2CCc3ccccc32)[nH]c1=O
5.4%,19.8%,43.3,-5.6,Cc1cc(C)n(-c2nc(-c3ccc(Cl)cc3)cs2)n1
4.1%,-29.6%,0.7,-2.4,Cc1sc(NC(=S)NC(=O)c2cccs2)nc1-c1ccc(CC(C)C)cc1
-3.6%,-3.2%,u,6.8,COc1cccc(CNC(=O)CSCc2cnn(-c3ccccc3)c2-n2cccc2)c1
-1.8%,7.0%[2.29 µM],-28.7,22.7,COc1cc(CN(C)CC(=O)c2[nH]c(C)c(C(C)=O)c2C)ccc1OC(F)F
-1.3%,x,-4.8,x,Cc1ccc(NS(=O)(=O)c2ccc3c(c2)C(=O)c2ccccc2C3=O)c(C)c1
0.0%,x,22.9,x,COc1ccc2cc(CCN3C(=O)c4ccccc4C3=O)c(=O)[nH]c2c1
0.0%,-10.9%,-10.9,0.8,CC(C)COC(=O)c1nnsc1NC(=O)Nc1ccccc1
-14.7%,x,2.1,x,CC(C)Oc1ccc(C(=O)Nc2ccc(Cl)c(S(=O)(=O)Nc3ccc(Cl)cc3)c2)cc1
-8.9%,-26.4%,-21.6,2.6,COc1cc(NC2c3ncccc3C(=O)N2Cc2ccco2)cc(OC)c1 (stereo not given)
3.6%,3.7%,u,-9.5,CC(=O)N(C(C)=O)c1cccc2c(N(C(C)=O)C(C)=O)cccc12
-10.1%,u,u,-2.7,CNc1nn(-c2cccc(Cl)c2)nc1N
4.0%,4.4%,-15.2,-5.4,Clc1cccc(Cl)c1NC1=NCCC1
2.2%,2.9%[11.4 µM],u,-5.3[1.84 µM],Cc1ccc(C(=O)Nc2cc(C(F)(F)F)ccc2N2CCCCC2)cc1[N+](=O)[O-]
1.5%,-0.4%,19.7,3.6,CCOC(=O)Cn1c(=O)oc2cc(S(=O)(=O)N3CCC(N4CCCCC4)CC3)ccc21
-2.0%,-4.1%,-4.4,1.0,O=C(NC(N1CCCC1)C(Cl)(Cl)Cl)c1ccccc1 (stereo not given)
-0.7%,0.1%,7.6,-7.8,O=C1c2ccccc2C(=O)N1CNc1ccccc1
-2.3%,9.0%,-99.6*,-6.6,Cc1ccc(NC2=NCC(=O)N2Cc2ccc3c(c2)OCO3)c(C)c1
-0.1%,x,-28.9,x,Cc1cc(/C=C2/NC(=O)NC2=O)c(C)n1-c1ccccn1
-0.3%,x,57.3,x,O=C(C[n+]1cc(-c2ccc(F)cc2)n2c1CCC2)Nc1nc(-c2ccccc2)cs1
9.6%,5.9%,-14.6,3.8,CN1CCN(c2ccc(NC(=O)Cc3ccccc3)cc2)CC1
-25.2%,-25.7%,-14.7,18.6,CC(=O)c1ccc2c(c1)Nc1ccccc1S2
-5.3%,x,79.5,x,CCOC(=O)c1c(C)oc2ccc(OC(=O)c3cccs3)cc12
-1.7%,3.4%,-6.6,3.7,COc1cccc(CNC(=O)CN(C)S(=O)(=O)c2cnc[nH]2)c1
5.2%,-21.0%,32.7,14.6,O=C(CSc1nnc(-c2cccnc2)n1Cc1ccco1)N1c2ccccc2Sc2ccccc21
-1.4%,x,50.8,x,COc1ccc2c(=O)c3c(=O)n(-c4ccccc4)c(-c4ccco4)nc3oc2c1
-0.5%,x,76.1,19.1,COc1ccc(CN(C(=O)c2cc3ccccc3oc2=O)C2CCCC2)cc1
-1.9%,x,u,-0.9,O=C(NC1=NCCS1)c1cc(-c2ccc(F)cc2)nc2ccccc12
-2.7%,x,58.1,1.4,O=C(/C=C/c1ccccc1)NCCC1=CCCCC1
1.3%,-3.4%,28.9,1.8,COc1cc2c(cc1OC)-c1cc(NC3CCCCC3)nc(=O)n1CC2
5.2%,-5.7%,17.7,1.6,COc1ccc2c(c1OC)C(=O)N(C(C)C(=O)O)C2=O (stereo not given)
-1.1%,-5.1%,u,0.4,N#CC1=C2SCCN2C(=O)C(C#N)C12CCCCC2 (stereo not given)
0.4%,2.3%,-114.2*,3.0,CCn1ncc(Cl)c1C(=O)Nc1ccncc1
-5.8%,4.2%,u,4.7,COc1cccc(-c2nc3cc(C)ccc3o2)c1

# (list continues)
12-hLO inh,ALOX15B inhib,PNC assembly inh,IMPase inh,SMILES
-2.5%,-1.8%,u,1.3,CCn1c(SCc2ccc(C)cc2)nnc1-c1cnccn1
-7.6%,x,u,u,Cc1cc(C)cc(-n2c(SCC(=O)NCc3ccc4c(c3)OCO4)nc3ccccc3c2=O)c1
2.5%,x,-16.1,x,Cc1cc(C)nc(SCc2nnc(SCc3ccc([N+](=O)[O-])cc3)n2Cc2ccco2)n1
-5.3%,-4.3%,u,-2.8,c1ccc(Cn2nnc3c(Nc4ccc5c(c4)OCO5)nc(C4CC4)nc32)cc1
-8.6%,-0.4%,9.4,-8.4,Cc1noc(C)c1CSc1nnc(-c2cc(Cl)ccc2Cl)n1N
0.9%,0.3%,-23.3,2.3,O=C(O)c1cnn(-c2ccccc2)c1-c1ccccc1
-6.8%,-4.6%,u,1.7,Cc1ccccc1N1CCN(C(=O)CN2C(=O)c3ccccc3C2=O)CC1
u,3.1%,u,5.9,CCCc1cc(C(=O)Cc2nc3ccccc3s2)c(O)cc1O
-2.1%,x,34.5,x,O=C(NCc1ccco1)c1ccc(CNc2c(N3CCCCC3)c(=O)c2=O)cc1
11.4%,4.3%,-2.3,-5.7,CCOc1ccc(N(CC(=O)NC(C)CC)S(C)(=O)=O)cc1 (stereo not given)
6.5%,9.8%,u,12.2,N=c1ccn(Cc2cccc(Cl)c2)cc1
-4.7%,-1.9%,39.4,-7.3,O=C(CS(=O)CC(=O)N(CC(=O)NC1CCCC1)C1CCCC1)Nc1ccc(F)cc1 (stereo not given)
6.2%,-6.2%,-25.3,-2.2,O=C(COC(=O)CCOc1ccccc1)NCc1ccco1
-6.6%,-5.9%,27.2,12.0,CC(C)Sc1nc(N2CCOCC2)c2c(c1C#N)CC(C)(C)SC2
-7.2%,-5.2%,-9.2,10.8,COc1cccc(N2CCN(C3CC(=O)N(c4ccc(F)c(Cl)c4)C3=O)CC2)c1 (stereo not given)
-7.1%,x,295.4,14.9,COC(=O)Nc1ccc2c(c1)OCO2
u,-9.9%,-10.8,-2.0,CCn1c(=S)sc2c(=O)n(-c3ccccc3)c(SC)nc21
2.0%,x,-17.0,7.3,CCc1nnc(N2C(=O)c3ccc(Oc4ccc([N+](=O)[O-])cc4)cc3C2=O)s1
1.5%[0.00818 µM],-2.1%[0.0915 µM],x,x,CCCCNC(=O)NS(=O)(=O)c1ccc(N)cc1
4.5%,-0.3%,3.9,-2.7,COc1ccc(CNC(=O)c2cccc(N3CCCC3=O)c2)cc1
-2.2%,-1.1%,-9.1,u,Clc1ccc(-n2ncc3c(N4CCCCCC4)ncnc32)cc1
-9.1%,3.2%,u,-4.3,COc1cccc(C(=O)N2CCCC(c3nc(-c4cccs4)no3)C2)c1 (stereo not given)
-1.3%,30.1%[activator],u,-6.0,COc1ccc(C(=O)CSc2nnc(Cn3cnc4ccccc43)o2)cc1
2.5%,x,33.8,-6.6,CCC(C)NC(=O)c1c(F)c(F)c(F)c(F)c1F (stereo not given)
-5.6%,x,5.1,23.5,S=c1[nH]c2ccc(Cl)cc2[nH]1
0.0%,6.5%,-119.2*,1.7,O=C(NCc1ccccc1C(F)(F)F)C12CN(Cc3ccccc3)CC1C(c1ccc([N+](=O)[O-])cc1)=NO2 (stereo not given)
1.4%,-10.1%,-7.9,-0.8,O=C(Nc1ccc2c(c1)OCO2)C1CCN(S(=O)(=O)c2cccc3cccnc23)CC1
-1.5%,-0.9%,u,-5.2,NC(=O)NC(Cc1ccccc1)C(=O)NCC1(N2CCCCC2)CCCCC1 (stereo not given)
0.5%,x,33.0,x,CC1(C)OC2OC(COC(=O)c3ccccc3)C3OC(C)(C)OC3C2O1 (stereo not given)

# Limited to ALOX15B inhib and 12-hLO inh, for some of the entries so far:
Compound	ALOX15B inhib	12-hLO inh
CCCCNC(=O)NS(=O)(=O)c1ccc(N)cc1	-2.1%[0.0915 µM]	1.5%[0.00818 µM]
COc1cccc(CNC(=O)CN(C)S(=O)(=O)c2cnc[nH]2)c1	3.4%	-1.7%

# Screening results: PubChem BioAssay, National Center for Advancing Translational Sciences (NCATS)

# This is a subset; count on the stated rates, not on these rows.
